# WT yeast gro inh – growth inhibition of WT yeast, mitochondrial fusion screen; mitochondrial fusion phenotypic screen, WT strain; inhibition, % at 10 µM; actives 2.1% (n = 190,000); in the data active = inhibition above about 58%; tested in S. cerevisiae
# Lipid droplet – modulators of hepatic lipid droplet formation | AML12 mouse hepatocytes, oleate lipid droplets, BODIPY imaging | inhibition, % at 6.5 µM | actives 0.4% (n = 240,000) | AID 1656;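 active = lipid droplet intensity inhibited by at least 50%, with more than 500 cells counted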
#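 Test system: AML12 mouse liver cells; schedule: overnight exposure; technique: high-content imaging of BODIPY-stained droplets and DAPI nuclei; read-out: % inhibition of corrected integrated BODIPY droplet signal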
# Insulin prom up – MIN6 insulin promoter up-regulation; AID 1625; z-score at 5 µM; actives 0.3% (n = 190,000); MIN6 insulin promoter-GFP reporter, high-content imaging; active compounds read high;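 active = z-score above 3 at 5 µM with at least 500 cells counted in the well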
# b-catenin transl – alters nuclear translocation of beta-catenin in HeLa cells | immunofluorescence imaging | nuclear translocation activity, % at 5 µM | actives 0.3% (n = 190,000) | AID 1665;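 active = nuclear translocation activity above 50% at 5 µM, with a well cell count of 50 or more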;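 note: per-cell ratio of nuclear to cytoplasmic median beta-catenin stain intensity; plate controls were DMSO negative control for no effect and GSK-3 inhibitor IX positive control for full effect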
#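 Technique: fluorescence imaging of beta-catenin antibody stain plus DAPI / Material: human HeLa cell line / Incubation: compound treatment 24 h, 37°C, 5% CO2 / Read-out basis: % activation of per-cell nuclear versus cytoplasmic median beta-catenin signal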
# Yfh1-depleted yeast – mitochondrial function rescue without frataxin homolog – Friedreich's ataxia, plus single-dose screen, dose response (AID 1465). actives 0.074% (n = 220,000). S. cerevisiae Yfh1-off respiration, WST-1 reduction, 72 h; higher fold induction means a stronger effect. one-dose fold induction at 50 µM; EC50 in µM for titrated hits;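 active = fold induction of absorbance versus untreated yeast above a set limit, then at least 30% activation at any dose in follow-up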;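 note: activators that raise dye reduction in frataxin-depleted yeast; strong numbers were not always called active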
# Dynein transport – blocks dynein driven cargo transport along microtubules | 3617.4 mouse cells, GR-EGFP nuclear translocation imaging; test concentration mostly 20 µM; stimulated with dexamethasone, 1 µM; active compounds read low | z-score, hits read low | actives 0.47% (n = 220,000) | AID 1381;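 active = plate z-score of nuclear minus cytoplasmic receptor signal below a set negative limit, without overly bright fluorescence or cell loss, cut at about -3.5 in these data, passing the limit was not always enough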;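 note: z-score of nuclear minus cytoplasmic ring GR-EGFP intensity difference per well; some compounds called inactive have numbers as strong as hits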
#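 Buffer or medium: tet-free, stripped-serum medium; Also added: dexamethasone, 1.0 µM final; Technique: high-content fluorescence imaging after fixation; Times: 48 h induction, 1 h compound, 30 min dex at 37 °C; Read-out: per-cell GR-EGFP intensity, nucleus versus surrounding cytoplasmic ring, well-averaged.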
# HEK293 NOD2/NF-kB – inhibition of NOD2-driven NF-kB reporter – cell-based, luminescence, uHTS, HEK293 (AID 1566); HEK293 NOD2/NF-kB luciferase reporter, luminescence; higher % means a stronger effect; inhibition, % at 4 µM; hits with a dose series show EC50 in µM; actives 0.63% (n = 290,000); in the data active = inhibition above about 50%; note: many of its hits are not listed in these tables
# MT stabilizer – stabilizes microtubules in HeLa cells; % tubulin-high responders, % at 10 µM; actives 0.83% (n = 200,000); HeLa tubulin immunostaining HCS, 24 h; share of cells brighter than vehicle mean+2SD;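 active = plate Z-score above 3 for both tubulin-high and condensed-nucleus cell shares, with cell loss under 80%, at 10 µM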;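 note: anti alpha tubulin signal scored within the nucleus-defined area of each cell; some results filed as inactive read as strong as hits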
# Autophagy mod – alters autophagy in cells; MEF GFP-LC3 puncta imaging; test concentration mostly 10 µM; calls only at 10 µM (by protocol); actives 0.98% (n = 190,000); AID 463193;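 active = percentage of spot-positive cells more than 3 SD above its plate mean, without a fluorescence outlier flag or 80% toxicity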;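 note: spot-positive cell cutoff set from DMSO-treated cells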
# WT yeast gro inh mutant strain – second read-out of WT yeast gro inh, no call of its own (marks repeat the call); inhibition, %; mitochondrial fusion phenotypic screen, mutant strain inhibition
# Dynein transport cytoplasmic EGFP – second read-out of Dynein transport, no call of its own (marks repeat the call); z-score; measured here: cytoplasmic GR-EGFP intensity; active compounds read high
# Dynein transport nuclear GR-EGFP – second read-out of Dynein transport, no call of its own (marks repeat the call); z-score; measured here: nuclear GR-EGFP intensity;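 lower value marks the stronger effect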
# Dynein transport cell count – further read-out of Dynein transport, marked with its call; z-score; measured here: cell count per field
# Insulin prom up cell count – further read-out of Insulin prom up, marked with its call; cell count; measured here: cytotoxicity, nuclei count;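 total cells summed across four imaged fields per well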
# Lipid droplet cells 6.5 µM – recorded beside Lipid droplet, whose call it bears; cell count; measured here: cell count, cytotoxicity flag;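 cells counted across two imaged fields per well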
# b-catenin transl cell count 5 µM – also measured in b-catenin transl; calls as there; cell count; measured here: cell count, cytotoxicity flag
# MT stabilizer Hoechst-high % – also measured in MT stabilizer; calls as there; % Hoechst-high responders; measured here: nuclear condensation Hoechst responders;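 share of cells brighter than vehicle mean plus two SD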
# MT stabilizer cytotoxicity % – further read-out of MT stabilizer, marked with its call; toxicity, %; measured here: cytotoxicity by cell density;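 0% = mean cell density of plate MIN control wells and 100% = no cells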
# Autophagy mod cell loss 18 h – further read-out of Autophagy mod, marked with its call; toxicity, %; measured here: cell loss, nuclei count;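 cell loss after 18 h compound exposure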
# * hit, by the source's call; i = inactive; nt = no result given. Only part of the results is shown, so the mix of outcomes need not match the whole.
SMILES,WT yeast gro inh,WT yeast gro inh mutant strain,Lipid droplet,Lipid droplet cells 6.5 µM,Insulin prom up,Insulin prom up cell count,b-catenin transl,b-catenin transl cell count 5 µM,Yfh1-depleted yeast,Dynein transport,Dynein transport cytoplasmic EGFP,Dynein transport nuclear GR-EGFP,Dynein transport cell count,HEK293 NOD2/NF-kB,MT stabilizer,MT stabilizer Hoechst-high %,MT stabilizer cytotoxicity %,Autophagy mod,Autophagy mod cell loss 18 h
CC1=C(C#N)C(c2cccnc2)C2=C(N1)c1ccccc1C2=O (stereo not drawn),-5.2,2.9,0.6,663,-0.79,1299,-2.3,1128,i,-0.433,0.0794,-0.491,-0.0786,18.3%,1.0,2.3,6.5,i,-11.7
CCCN1C(=O)c2ccc(C(=O)Nc3nccs3)cc2C1=O,5.8,15.8,-14.5,647,0.01,1258,nt,nt,i,-0.442,-0.0587,-0.453,1.02,3.2%,2.5,2.2,2.7,i,-8.0
CC1CN(c2ccc(NC(=S)Nc3ccc(N4CC(C)OC(C)C4)cc3)cc2)CC(C)O1 (stereo not drawn),nt,nt,2.0,759,nt,nt,-0.5,1339,i,2.18,0.287,2.06,-2.48,-1.2%,nt,nt,nt,nt,nt
O=C(O)CCC(=O)N(Cc1cccs1)Cc1cccs1,-2.7,-7.5,-0.8,733,1.1,864,3.6,942,i,-0.671,0.432,0.0213,0.641,10.2%,1.4,2.1,11.0,i,-5.7
CCOC(=O)N1c2ccccc2C=CC1OCC (stereo not drawn),-7.9,-5.6,-13.4,762,nt,nt,nt,nt,i,-0.605,-0.158,0.226,0.735,6.5%,3.4,3.4,8.5,i,18.8
Cc1nn(-c2ccc(F)cc2)c(Cl)c1/C=N/NC(=O)c1cccc(S(=O)(=O)N2CCCC2)c1,-5.3,18.5,-26.0,576,-0.17,1195,1.0,929,i,-0.491,-0.305,-0.58,0.488,22.9%,2.5,3.2,6.6,i,-10.7
O=C(O)c1ccc(N/N=C2/CCCc3ccccc32)cc1,nt,nt,-3.2,738,0,1286,-1.1,1323,i,-0.065,-0.246,-0.433,0.29,-47.0%,nt,nt,nt,nt,nt
O=C(O)c1cc(N2C(=O)C3CC=CCC3C2=O)ccc1NCc1cccnc1 (stereo not drawn),-4.0,14.1,26.9,838,1.76,931,nt,nt,nt,-0.421,0.0887,0.404,0.817,-9.6%,2.6,1.7,7.6,i,-15.8
O=C1c2ccccc2NC(c2cccs2)N1NS(=O)(=O)c1ccccc1 (stereo not drawn),5.8,-10.9,-10.0,678,-0.14,1302,-0.8,1106,i,0.116,-0.34,-0.114,0.505,8.0%,1.9,1.5,6.7,i,1.8
CCn1c(-c2ccccc2Cl)nn(CC(=O)Nc2cc(Cl)ccc2Cl)c1=S,-5.8,-14.1,nt,nt,-0.42,1628,0.9,1350,i,-0.0959,-0.0917,0.131,-0.199,11.6%,0.9,0.9,6.2,i,30.4
CCOc1ccc(-n2c(SCc3ccc([N+](=O)[O-])cc3)nnc2-c2ccccc2)cc1,-3.3,2.2,-5.2,657,1.06,1454,-1.8,1148,i,-0.937,-0.195,-0.213,1.18,-0.7%,2.0,5.9,3.7,i,3.2
Cc1cc(=O)[nH]c(SCc2nc3ccc([N+](=O)[O-])cc3[nH]2)n1,-25.9,-9.5,-3.0,611,-0.13,1279,2.2,1137,i,0.0909,-0.104,0.542,0.638,-10.8%,1.6,2.1,4.4,i,-9.1
CCCCOc1ccc(-c2c(C#N)c(N)[nH]c(=S)c2C#N)cc1,nt,nt,5.1,740,-0.09,1054,-1.2,1304,i,-0.639,-0.239,0.265,0.416,16.9%,nt,nt,nt,nt,nt
CN(C)c1nn(C(=O)Nc2ccc(Cl)cc2Cl)cc1-c1ccccc1,6.9,9.7,nt,nt,0.32,1358,2.4,756,i,-0.0735,-0.233,0.247,0.777,15.9%,3.3,1.8,9.5,i,15.0
CSc1ccccc1NC(=S)Nc1cc(C)cc(C)c1,16.0,8.1,13.9,803,nt,nt,nt,nt,nt,-0.542,-0.232,0.384,1.19,5.9%,1.8,1.9,5.7,i,-10.9
CC(=O)Nc1ccccc1NC(=O)c1ccc(C)cc1C,-6.0,-3.2,3.5,703,0.78,1628,-4.6,1080,i,1.21,-0.245,1.26,-0.573,9.5%,4.1,2.2,4.4,i,8.3
O=C(O)CC(Cc1ccccc1)c1ccc2c(c1)OCO2 (stereo not drawn),-8.9,-11.0,nt,nt,0.15,1428,-2.5,996,nt,-0.554,0.276,0.141,0.569,9.9%,3.7,3.9,12.4,i,1.3
CC(=O)Nc1ccc(NC(=O)CSc2ccc(-c3cccs3)nn2)cc1,-1.6,11.4,32.6,719,0.17,1230,3.4,1043,i,-1.1,-0.121,-0.154,1.52,8.1%,6.7,2.3,7.0,i,12.9
O=C(COc1ccc(C(=O)c2ccccc2)cc1)NCC1CCCCC1,11.5,2.5,-1.0,612,-0.28,1536,0.2,1065,i,-0.596,-0.328,-0.557,0.707,16.4%,3.8,3.9,1.6,i,-1.5
COc1ccc(CCN2C(=O)CC(NNC(=O)c3ccccc3Br)C2=O)cc1OC (stereo not drawn),14.4,15.4,3.7,739,0.74,1320,nt,nt,i,0.75,-0.285,0.0349,-0.478,13.6%,3.1,2.3,3.5,i,9.5
CC(C)C(=O)NC(=S)Nc1ccc(S(=O)(=O)NC(C)(C)C)cc1,29.0,8.9,5.3,802,0.98,739,0.1,923,i,-0.0999,-0.363,0.159,0.441,-30.6%,1.4,2.0,8.2,i,1.9
c1ccc(C2=Nn3c(nnc3-c3cccnc3)SC2)cc1,3.9,18.5,nt,nt,-0.17,1187,-5.4,879,i,-0.457,-0.204,-0.14,0.719,8.6%,2.5,2.9,7.9,i,-1.2
O=C1/C(=C/c2ccncc2)SC(=S)N1N1CCOCC1,nt,nt,5.8,669,0.29,884,0.2,1276,i,-0.922,-0.294,-0.0904,1.36,-13.1%,nt,nt,nt,nt,nt
O=C(O)c1ccccc1/C=N/Nc1ccc(S(=O)(=O)N2CCOCC2)cc1[N+](=O)[O-],nt,nt,1.9,681,0.02,1079,0.1,1325,i,0.516,-0.235,0.417,0.0302,2.7%,nt,nt,nt,nt,nt
COC(=O)COc1cccc(NC(=O)c2cccc(C)c2)c1,7.1,3.4,31.8,696,0.08,1557,-0.4,1443,i,0.92,-0.24,0.454,-0.649,-7.0%,2.6,1.7,11.9,i,-34.4
CCSc1c(-c2ccccc2)nc2c(C)cccc2c1C(=O)O,-2.8,1.7,-3.1,771,0.4,796,nt,nt,i,-0.167,-0.24,0.329,-0.0319,5.0%,1.0,0.9,6.7,i,-1.6
CSC1=C(C#N)C(c2ccccc2Cl)C(C(C)=O)=C(C)N1 (stereo not drawn),-13.0,-4.7,-9.5,801,0.18,1159,-2.0,1160,i,-0.158,-0.169,0.0349,-0.404,12.2%,2.5,2.4,7.8,i,-1.8
c1ccc2c(COn3nnc4ccccc43)cccc2c1,0.3,13.0,-30.5,788,1.68,816,nt,nt,i,0.584,0.0564,0.44,-0.0701,-75.7%,2.9,2.0,7.5,i,6.3
CCOc1ccc(CCN2CN(C3CCCCC3)CNC2=S)cc1OCC,nt,nt,4.3,737,-0.46,1099,-0.2,1302,i,1.68,-0.179,1.63,-2.11,-9.3%,nt,nt,nt,nt,nt
O=C(O)CNS(=O)(=O)c1cccc2nsnc12,-1.9,1.2,10.5,798,nt,nt,-1.5,1079,i,-0.0639,-0.221,0.0157,-0.016,19.5%,1.7,2.0,3.9,i,-5.6
Cn1c(=O)oc2cc(S(=O)(=O)NCCc3ccccc3)ccc21,-14.1,0.4,nt,nt,-0.52,825,-5.8,989,i,0.532,-0.193,0.572,-0.0592,1.9%,2.3,1.3,3.8,i,28.9
Cn1ccnc1SCC(=O)Nc1ccc2nc(SCC(=O)NC3CC3)sc2c1,2.5,-3.3,2.3,784,-0.43,810,2.3,1144,i,-0.334,-0.146,0.162,-0.0243,-51.7%,1.6,1.2,6.1,i,-3.9
CC1CCCCN1C(=O)/C(=C\c1ccccc1)c1ccccc1 (stereo not drawn),nt,nt,nt,nt,nt,nt,nt,nt,i,0.00689,-0.193,0.295,-0.724,9.6%,1.5,2.2,14.4,i,15.5
O=C(N/C(=C\c1ccc(Br)cc1)c1nc2ccccc2[nH]1)c1ccco1,8.2,15.5,nt,nt,1.23,1252,2.4,1399,i,-1.18,0.399,-0.00348,0.952,8.1%,1.8,2.1,9.3,i,-30.0

# Bioassay records: PubChem BioAssay, several laboratories
